CASP6 VEID inh: blocks human caspase-6 cleavage activity; purified caspase-6, Z-VEID-R110 cleavage fluorescence; inhibition, % at 12.5 µM; actives 0.53% (n = 350,000); AID 686996;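 active = mean inhibition across replicates at least about 35%, with every replicate also reaching that limit, limit read from the data; inconclusive = only one of the two criteria met; inactive = neither criterion met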;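 note: 0% = median of neutral control wells and 100% = no fluorescence left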
Target sequence (P55212 24-179 limits assumed): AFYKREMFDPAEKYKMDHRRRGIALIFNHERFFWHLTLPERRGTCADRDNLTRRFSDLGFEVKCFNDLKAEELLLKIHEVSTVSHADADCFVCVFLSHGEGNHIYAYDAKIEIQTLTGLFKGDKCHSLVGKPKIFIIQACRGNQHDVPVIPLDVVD
Target sequence (P55212 194-293 limits assumed): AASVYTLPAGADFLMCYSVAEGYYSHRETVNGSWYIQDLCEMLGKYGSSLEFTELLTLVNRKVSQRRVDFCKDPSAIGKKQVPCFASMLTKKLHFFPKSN
PGC1a acetyl inh: lowers PGC1a acetylation signal in U2OS cells. actives 0.17% (n = 350,000). inhibition, % at 15.6 µM. AlphaScreen anti-acetyl-lysine; with virally co-expressed GCN5 acetyltransferase;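 active = every replicate shows inhibition of at least 40%; inconclusive = mean inhibition at least 40% but some replicate below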;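 note: 0% = neutral control wells and 100% = positive control wells; some results beyond the cut were filed as inactive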
FN deposit inh: fibronectin deposition inhibition; AH1F fibroblasts, Alexa488-fibronectin deposition fluorescence, overnight; inhibition, % at 12.6 µM; actives 0.086% (n = 350,000); AID 743247;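 active = mean inhibition across replicates of 30% or more, regardless of how many single replicates reach that level; inconclusive = mean under 30% yet at least half of replicates reach 30%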;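 note: positive control wells lacked labelled fibronectin entirely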
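material = AH1F fibroblast monolayer depositing Alexa488-labelled fibronectin into matrix | amount = 10000 AH1F cells/well | buffer or medium = DMEM plus 2% serum, read in PBS | incubation = 1 h cell adhesion before compound, then overnight fibronectin incubation | detection = fluorescence at 485 nm excitation, 525 nm emission | evaluation = percent inhibition as loss of matrix-bound fibronectin fluorescence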
miR-122 sensor: blocks miR-122 activity in Huh7 sensor cells; Huh7 miR-122 Renilla luciferase sensor, 48 h; neutral wells = 0, positive control = 100; activation (reporter increase), % at 12.5 µM; actives 0.3% (n = 340,000); AID 602342;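 active = mean replicate activation score at least 90 and every replicate individually at or above 90; inconclusive = only one of the two criteria met; inactive = neither criterion met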;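 note: higher luciferase means less miR-122 activity so hits act as miR-122 inhibitors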
LGR2 antag: blocks bursicon-induced cAMP signaling via Drosophila LGR2; HEK293 LGR2, CRE-luciferase, bursicon-stimulated, 4 h; inhibition, % at 9.99 µM; actives 0.35% (n = 380,000); AID 720647;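 active = drop in luminescence signal, shown as inhibition above about 50% in the replicate tests, limit read from the data, passing the limit was not always enough; inconclusive = probably only some replicates passing the limit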;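 note: agonist challenge used bursicon conditioned medium at about half maximal strength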
EWS-Fli inh: blocks EWS/Fli oncoprotein-driven transcription; A673 NR0B1-luciferase reporter, viability-normalised; inhibition, % at 12.6 µM; actives 0.67% (n = 350,000);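 active = mean inhibition of at least 50% after viability correction, with every replicate also passing that limit; inconclusive = mean reaches 50% but only one of two replicates passes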;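 note: firefly luciferase signal divided by Alamar Blue viability fluorescence both relative to DMSO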
PAX8 reporter: PAX8 transcriptional activity inhibition | inhibition, % at 12.6 µM | RMG-I TPO-luciferase reporter, SteadyGlo, 24 h | actives 1.2% (n = 360,000);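 active = mean replicate inhibition at least 60% with every replicate also reaching 60%; inconclusive = only one of the two criteria is met; inactive = mean below 60% and not all replicates reaching 60%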;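 note: luciferase light reporting Pax8 driven TPO promoter activity; plate controls were median of neutral control wells for no effect and mitoxantrone controls for full effect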
Cneo AK release: Cryptococcus neoformans lysis via adenylate kinase release. AID 651654. C. neoformans lysis, adenylate kinase release luminescence, 4 h; normalised: neutral wells 0, clomiphene wells 100. actives 0.2% (n = 360,000). lysis activity, % at 15 µM;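 active = mean lysis activity across replicates of at least 80%, whatever share of replicates individually reach that level; inactive = mean lysis activity below 80%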
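Assay system: log-phase C. neoformans yeast / Quantity: yeast cell density of 5 × 10^6 cells/mL / Medium: fresh YPD growth medium / Compound: single dose / Timing: static 4 h at 37 °C with compound, 1 h detection / Measured by: adenylate kinase release luminescence / Read-out: lysis from increased AK signal / Benchmarks: Clomiphene as positive lysis control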
Active calls of the source: *; ? = inconclusive; nt = not tested or not shown; [ ] = dose if it differs, or a comment.

SMILES	CASP6 VEID inh	PGC1a acetyl inh	FN deposit inh	miR-122 sensor	LGR2 antag	EWS-Fli inh	PAX8 reporter	Cneo AK release
NC(=O)NC(CC(=O)NCCCc1ccccc1)c1ccccc1Cl (configuration not stated)	-3	-22	1	-3	-4	8	5	nt
CCCCC(=O)Nc1cccc(-c2csc(-c3ccccc3)n2)c1	-1	nt	4	nt	13	-14	-83	nt
COCC(=O)N1C[C@@H](C)[C@@H](OC)CN(C)C(=O)c2cc(NC(=O)c3ccc(F)cc3)ccc2OC[C@@H]1C	1	-17	8	-1[16.7 µM]	-1	3	nt	3
COc1ccc(CNC(=O)c2cc(-c3ccccc3OC)on2)cc1	0	6	nt	-6	-5	6	nt	6
Cc1noc(C)c1NC(=O)Nc1ccc2c(c1)C(=O)N(C)[C@H]1CC[C@@H](CC(=O)NCc3ccc(Cl)cc3)O[C@@H]1CO2	-6	nt	7	nt	-4	-3	-14	0
O=C(CNC(=S)NC(=O)c1cccc([N+](=O)[O-])c1)c1ccccc1	4	nt	nt	nt	-11	-1	9	nt
CCC(=O)N1[C@@H]2c3ccc(-c4ccccc4)c(=O)n3C[C@H]1[C@H](CO)[C@H]2C(=O)N1CCc2ccccc2C1	1	nt	nt	-6[16.7 µM]	-8	-1	nt	1
C[C@@H]1CN([C@@H](C)CO)C(=O)Cc2cc(NS(=O)(=O)c3ccc(Cl)cc3)ccc2O[C@@H]1CN(C)Cc1ccc(Cl)c(Cl)c1	nt	-6	nt	-9[16.7 µM]	9	3	14	-2
CC(C)NC(=O)N1C[C@H]2[C@@H](c3ccccc31)[C@H](CO)N2Cc1ccccc1	-5	0	nt	4[16.7 µM]	0	12	-6	-4
C[C@@H]1CCCCO[C@@H](CN(C)S(=O)(=O)c2ccccc2)[C@H](C)CN([C@H](C)CO)C(=O)c2cc(NC(=O)CCC(F)(F)F)ccc2O1	1	-9	nt	-1[16.7 µM]	-11	-5	8	-2
Cc1nc2sc(C(N)=O)c(N)c2c2c1CCCC2	4	nt	-1	nt	1	-16	-60	nt
CCOC(=O)N1CCN(Cc2nc3cc(NC(=O)CC)ccc3n2C)CC1	1	2	3	nt	-2	2	-2	-1
COc1ccc(/C=N/NS(C)(=O)=O)c(OC)c1	0	7	10	6	nt	16	-3	4
CC(C)OCC(O)Cn1c(N2CCCC2)nc2c1c(=O)n(C)c(=O)n2C (configuration not stated)	4	5	5	0	9	4	12	0
COCC#Cc1ccc2c(c1)O[C@@H](CN(C)Cc1ccccn1)[C@H](C)CN([C@H](C)CO)S2(=O)=O	-1	-1	-1	3[16.7 µM]	-12	0	4	8
CC(C)(C)C(=O)NCCc1nc(-c2ccccc2)no1	nt	7	-4	-1	-2	-6	-39	-1
CNC[C@H]1Oc2c(NC(=O)Nc3ccc(F)cc3)cccc2C(=O)N([C@@H](C)CO)C[C@@H]1C	-1	-2	nt	7[16.7 µM]	-1	-3	-11	-3
C[C@H](NS(=O)(=O)c1ccc2c(c1)OCCCO2)C(=O)N1CCN(Cc2ccc(C#N)cc2)CC1	2	3	6	0	-5	2	15	2
C[C@@H]1CN([C@H](C)CO)C(=O)c2cc(NS(=O)(=O)c3ccc(F)cc3)ccc2O[C@@H](C)CCCCO[C@@H]1CN(C)C(=O)CCCN(C)C	2	10	-2	4[16.7 µM]	-12	-14	-17	1
ONC(=Nc1ccccc1)c1ccc(Cl)cc1	nt	-10	nt	8	nt	nt	9	-1
O=C(C1CCC1)N1CCc2cc(S(=O)(=O)NCCCN3CCCCC3)ccc21	-4	3	-3	2	-12	1	1	0
Cc1sc(NC(=O)C2C3CCC(C3)C2C(=O)O)c(C(N)=O)c1-c1ccc(C(C)(C)C)cc1 (configuration not stated)	2	nt	-4	3	15	4	-5	3
CCOc1ccc(-n2cnc3sc(C)c(C)c3c2=O)cc1	-1	6	21	-1	-4	-18	-19	-1
Cc1csc2ncnc(NCCc3ccccn3)c12	2	nt	-10	nt	-2	17	1	nt

Some of these compounds in order of length of the SMILES, falling:
SMILES	CASP6 VEID inh	PGC1a acetyl inh	FN deposit inh	miR-122 sensor	LGR2 antag	EWS-Fli inh	PAX8 reporter	Cneo AK release
O=C(C1CCC1)N1CCc2cc(S(=O)(=O)NCCCN3CCCCC3)ccc21	-4	3	-3	2	-12	1	1	0
CC(C)OCC(O)Cn1c(N2CCCC2)nc2c1c(=O)n(C)c(=O)n2C (configuration not stated)	4	5	5	0	9	4	12	0
CC(C)(C)C(=O)NCCc1nc(-c2ccccc2)no1	nt	7	-4	-1	-2	-6	-39	-1

Next records.
SMILES	CASP6 VEID inh	PGC1a acetyl inh	FN deposit inh	miR-122 sensor	LGR2 antag	EWS-Fli inh	PAX8 reporter	Cneo AK release
O=C(NCCc1c[nH]c2ccc(Cl)cc12)c1ccc([N+](=O)[O-])cc1	3	-5	7	9	16	18	-7	0
CCOC(=O)C(C)(C)Sc1nc2c(cnn2-c2ccc(C)cc2)c(=O)[nH]1	nt	-6	-4	0	nt	nt	5	-2
C[C@@H]1CCCCO[C@@H](CN(C)Cc2ccc3c(c2)OCO3)[C@H](C)CN([C@@H](C)CO)C(=O)c2cc(NC(=O)Nc3ccccc3)ccc2O1	1	10	9	-3[16.7 µM]	16	-6	0	2
CCOC(=O)C1(Cc2ccc(Cl)cc2)CCN(C(=O)CCc2cnccn2)CC1	2	-9	1	-5	19	4	-2	3
O=C(CSCc1ccc(Cl)cc1)N/N=C/c1ccco1	5	7	5	nt	2	13	-9	nt
COCC(=O)Nc1ccc2c(c1)[C@H]1C[C@H](CC(=O)NC3CCCC3)O[C@@H](CO)[C@H]1O2	0	6	nt	2[16.7 µM]	2	-6	-14	4
CCOc1nc(-c2ccccc2)ccc1-c1noc(COC)n1	nt	-5	4	1	nt	nt	nt	2
C[C@@H]1CN([C@H](C)CO)C(=O)c2cc(NC(=O)NC3CCCCC3)ccc2O[C@@H](C)CCCCO[C@@H]1CN(C)C(=O)CCC(F)(F)F	-1	1	nt	5[16.7 µM]	-1	-4	nt	-3
NS(=O)(=O)c1ccc(NC(=O)Nc2cccc(Cl)c2)cc1	-1	13	-5	nt	4	-16	-39	nt
Cc1nc(CC(=O)NNS(=O)(=O)c2ccc(F)c(Cl)c2)cs1	nt	-15	-8	-8	-3	nt	6	1
CCN(CC)S(=O)(=O)c1ccc(C)c(NC(=O)Cc2ccc(S(=O)(=O)N3CCOCC3)s2)c1	2	2	0	4	12	nt	21	1
COc1ccc(/C=N/NC(=O)CN(C)C(=O)OCc2ccccc2)cc1OC	1	-11	6	-4	-23	-4	-5	4
CCOC(=O)Nc1cc2c(c(N)n1)N=C(c1ccccc1)CN2	6	-15	-1	?	-27	0	-16	nt
Nc1c(Cl)cc(S(N)(=O)=O)cc1S(N)(=O)=O	14	-5	1	nt	-17	-2	6	-1
O=C(Cc1ccncc1)NCC[C@@H]1CC[C@@H](NC(=O)Nc2ccc(Cl)cc2)[C@@H](CO)O1	0	0	nt	nt	2	-4	7	14
COC(=O)c1sc(NC(=O)c2ccc(C)o2)nc1C	1	nt	1	nt	-58	-48	-165	nt
S=c1sc2ccccc2n1CCc1ccncc1	-10	1	13	-2	5	21	-4	1
Cc1ccc(NC(=O)C2CCC(=O)N2)cc1C (configuration not stated)	nt	3	2	-2	nt	nt	nt	-3
COc1cc(OC)c(NC(=O)NNC(=O)C(=O)NC2CC2)cc1Cl	-2	nt	10	nt	8	-6	19	nt
CO[C@H]1CN(C)C(=O)c2cc(NC(C)=O)ccc2OC[C@H](C)N(C(=O)c2cccnc2)C[C@H]1C	0	2	-13	-3[16.7 µM]	-2	0	-1	-2
CC1(C)CC(=O)C2=C(C1)Nc1cc3c(cc1C2c1ccc2c(c1)OCO2)OCO3 (configuration not stated)	1	-11	9	2	-26	-25	-24	-1
CCn1c2ccccc2c2cc(C3C(C#N)=C(C)NC(C)=C3C#N)ccc21	nt	-1	7	1	nt	nt	nt	0
CC(=O)Oc1ccc(-c2cccc(C(=O)N3CCCCC3)c2)cc1	2	nt	5	8	-32	-4	-13	0
C[C@H](O)[C@@H]1C(=O)N2CCc3ccc(-c4ccccc4)cc3[C@@H]2C[C@@H]1N(C)C(=O)NC1CCCCC1	8	4	1	7	-8	5	23	-1
CCCn1cc(S(=O)(=O)c2ccccc2)c(=O)c2cc(CC)ccc21	2	10	13	7	-6	nt	-2	0
O=C(NCc1cccc(F)c1)c1cccc(OC2CCN(C(=O)C3CC3)CC2)c1	-1	5	-1	-5	11	nt	-1	2
CN(C)NC(=O)c1ccc([N+](=O)[O-])s1	2	0	3	nt	5	3	0	nt
CN1CCN(C(=O)C[C@@H]2CC[C@@H]3[C@@H](COc4ccc(NC(=O)C5CCCC5)cc4C(=O)N3C)O2)CC1	0	3	-3	nt	-4	-1	-35	nt
CC(=O)Nc1ccc(OCc2nnc(-c3ccc(Cl)cc3)o2)cc1	11	nt	5	nt	-39	-36	-3	nt
O=C(Cn1ccc2cc(S(=O)(=O)N3CCCC3)ccc21)NCc1ccccc1	-5	-25	2	1	8	nt	-8	11
O=C(C[C@H]1CC[C@H](NC(=O)c2ccncc2)[C@H](CO)O1)NCCc1ccncc1	0	10	-10	nt	5	-1	-10	2
Cc1cccc(-c2cc(=O)c(C(=O)O)cn2-c2ccc(F)cc2F)c1	-7	nt	14	-2	0	-12	0	1
CN1C(=O)c2cc(NC(=O)C3CCCC3)ccc2OC[C@H]2O[C@@H](CC(=O)Nc3ccccc3)CC[C@H]21	-1	2	4	1[16.7 µM]	-4	6	29	14
COc1ccc(/C(C)=N/NC(=O)Cn2nc([N+](=O)[O-])cc2C)cc1	3	nt	-7	nt	-6	1	-20	nt
CCCCNC(=O)NS(=O)(=O)c1cnccc1Sc1ccc(Cl)cc1	nt	1	nt	-5	28	nt	nt	8
CC(C)CCN1CC(C(=O)NCCC2=CCCCC2)CC1=O (configuration not stated)	1	5	nt	0	nt	-28	nt	3
O=C(CNC(=O)c1ccccc1C(F)(F)F)N/N=C/c1cccs1	4	-1	1	-4	-1	nt	-22	0
C/C(=C\c1ccccc1)C(=O)NCCCn1ccnc1	-5	1	0	-1	3	9	-2	nt
CCOc1ccc(NS(=O)(=O)c2ccc(C(=O)NC3CCC(O)CC3)cc2)cc1 (configuration not stated)	4	-2	-12	5	7	8	11	0
CCCCn1cc([N+](=O)[O-])nc1C	5	6	-6	-6	nt	5	-17	0
Cc1cc(NC(=O)c2c(Cl)cccc2Cl)no1	-5	-1	6	nt	-6	1	14	nt
CCNC(=O)N(C)C[C@H]1N[C@@](C)(C(=O)OC)[C@H]2C(=O)N(C)C(=O)[C@@H]12	12	8	-3	5	4	-4	-8	-2
O=S(=O)(CCN1CCOCC1)c1ccccc1	-3	-2	0	-3	8	8	-6	0
COC(=O)CC1=C(C(=O)OC)C(c2cccc(OCC(N)=O)c2)C(C#N)=C(N)O1 (configuration not stated)	nt	-3	3	-9	nt	nt	18	12
COC(=O)c1c(NC(C)=O)sc(C(=O)Nc2ccccc2C)c1C	1	nt	nt	nt	-20	-13	-15	nt
Cc1cc(C)c2sc(N(CCCN(C)C)C(=O)c3ccc(S(=O)(=O)N(C)C4CCCCC4)cc3)nc2c1	-7	nt	4	nt	13	15	nt	2
CO[C@@H]1CN(C)C(=O)c2cc(NS(=O)(=O)c3cccc(F)c3)ccc2OC[C@H](C)N(Cc2cc(F)ccc2F)C[C@@H]1C	2	1	nt	-3[16.7 µM]	21	26	nt	-2
